GalR3 antag: antagonists of human GalR3; 360,000 compounds, 0.44% hits; HEK293 GalR3-CNG cAMP membrane potential fluorescence; galR3 body fused to GalR1 C-terminus; O60755; inhibition, % at 3 µM;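 active means inhibition above the screen-wide average plus 3 SD, cut at about 13% in these data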;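 further: forskolin and galanin both at EC90 stimulate the cells; cAMP rise reported by CNG channel membrane potential dye signal; 0% = forskolin plus galanin with DMSO and 100% = forskolin alone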
Target sequence (O60755 1-299 limits assumed): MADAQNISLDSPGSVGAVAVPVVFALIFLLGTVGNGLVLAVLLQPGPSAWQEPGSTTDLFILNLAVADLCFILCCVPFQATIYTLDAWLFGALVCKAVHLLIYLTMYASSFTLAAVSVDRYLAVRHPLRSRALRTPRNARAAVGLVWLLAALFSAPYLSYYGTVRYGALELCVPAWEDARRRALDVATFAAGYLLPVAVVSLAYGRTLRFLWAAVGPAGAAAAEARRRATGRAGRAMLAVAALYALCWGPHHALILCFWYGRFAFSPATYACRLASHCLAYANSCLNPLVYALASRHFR
Starred values were filed as active, the others as inactive. These rows are one share of the data; rates above refer to the full screens.

| canonical_smiles | GalR3 antag |
| --- | --- |
| CCOC1=C2CN(S(=O)(=O)c3ccc(C)cc3)[C@H](c3cccc4ccccc34)C[C@H]2[C@H]2C(=O)N(c3ccccc3)C(=O)[C@H]2C1 | -3 |
| COc1ccc(-c2csc(C(O)c3cccc(Cl)c3)n2)cn1 (configuration not stated) | -4 |
| CCCc1nc2cc(C)c(Br)c(C)n2c1Cc1ccccc1OC | -8 |
| CC1(C(=O)NCc2ccccc2)CSCC(=O)N1Cc1ccco1 (configuration not stated) | -8 |
| CC(=O)NC(c1ccc(F)c(F)c1)c1nc(-c2cnn(C)c2)cs1 (configuration not stated) | -4 |
| O=C(CCc1c[nH]c2ccccc12)Nc1ccc(Nc2ccncc2)cc1 | -7 |
| CCc1nc2ccc(C(=O)NCCCn3ccnc3)cn2c1N(C)C(=O)C1CCCCC1 | -6 |
| C[C@@H]1CN(C(=O)OC(C)(C)C)CCN1c1ccc(N2CC[C@H](O)C2)c(C#N)c1 | 0 |
| Cc1noc(C)c1C(=O)N1CCC1(C)C(=O)NS(=O)(=O)c1ccc(F)cc1F (configuration not stated) | -5 |
| Cc1ccc(C(=O)C2C(=O)C3CCC2C3)cc1 (configuration not stated) | -3 |
| O=C1NC(Cc2ccccc2)c2nc3cc(F)ccc3c(=O)n2-c2ccc(Cl)cc21 (configuration not stated) | -3 |
| O=C(NC1CCCCC1)C(c1cccc2ccccc12)n1c(=O)c(-c2cc3ccccc3[nH]2)nc2ccccc21 (configuration not stated) | -6 |
| CCOC(=O)C1=CCN(S(=O)(=O)c2cccc(Cl)c2)C1c1ccc(F)cc1 (configuration not stated) | -8 |
| COC(=O)CCN(Cc1cccc(OC)c1OC)S(=O)(=O)c1ccccc1Br | -7 |
| COc1ccc(C(N)c2csc(Nc3ccc(C(=O)c4ccccc4)cc3)n2)cc1 (configuration not stated) | -3 |
| O=C(Nc1nnc([C@H]2C[C@H](O)[C@@H](CO)O2)s1)Nc1ccccc1Oc1ccccc1 | -3 |
| CC(C)=CC(=O)NCC1CCN(C(=O)C(=O)c2cc3ccccc3o2)CC1 | 0 |
| CCOc1ccc(CCN2C(=O)C(=O)N([C@@H](Cc3ccccc3)CN3CCC[C@H]3CN3C(=O)C(=O)NC[C@@H]3Cc3ccccc3)C[C@@H]2Cc2ccc(O)cc2)cc1 | -5 |
| Nc1ccccc1C(=O)NN=Cc1cccc([N+](=O)[O-])c1 | -6 |
| Cc1c(C)c2c(OCC(=O)NCC3CCC(C(=O)O)CC3)cc3c(c2oc1=O)CCC(C)(C)O3 (configuration not stated) | -4 |
| Cc1ccccc1NC(=O)Nc1nc(C(N)c2ccccc2)cs1 (configuration not stated) | -8 |
| CCCCC[C@H](C)N1C[C@@H](COCc2ccccc2)Oc2cc(N3CCC[C@@H]3CO)ccc2S1(=O)=O | -3 |
| O=C(Nc1ccc2c(c1)OCCO2)C(C1CC1)n1c(=O)c(-c2ccco2)nc2ccccc21 (configuration not stated) | -7 |
| COCCNc1nc(NCCOc2ccccc2Cl)c2sccc2n1 | -5 |
| C=CCN=C1NC(c2cccc(Cl)c2)C(C(=O)OC)=C(C)N1C (configuration not stated) | -6 |
| CC1(C(=O)Nc2cnc3ccccc3c2)CCN1C(=O)C/C=C/c1ccccc1 (configuration not stated) | -2 |
| Cc1ccc(-c2nc3ccccc3n2C(C)C(=O)NC(C)(C)C)cc1 (configuration not stated) | -5 |
| Cc1cc(Br)cn2c(Cc3ccccc3)c(-c3ccccc3)nc12 | -2 |
| Cc1cc(C)cc(CC(=O)N2CCC2(C)C(=O)NS(=O)(=O)c2ccc(C#N)cc2)c1 (configuration not stated) | -5 |
| O=C(Cc1ccccc1)N1O[C@H]2C=C[C@@H]1C2 | -1 |
| O=C(NC(c1ccc(-c2ccccc2)cc1)c1cnccn1)C1CCN(CCOc2ccc(Cl)cc2Cl)CC1 (configuration not stated) | -7 |
| COc1ccc(-n2nnnc2C(CCc2ccccc2)N2CCN(C/C=C/c3ccccc3)CC2)cc1 (configuration not stated) | -7 |
| COc1ccc(C(O)c2nc(-c3cc(F)cc(F)c3)cs2)cc1 (configuration not stated) | 1 |
| CN(C)c1ccc(CC(=O)N2CCCC(c3cc(C(=O)Nc4ccccc4)no3)C2)cc1 (configuration not stated) | -6 |
| COc1ccc(S(=O)(=O)NC(=O)C2(C)CCN2C(=O)Cc2ccccc2)cc1OC (configuration not stated) | -1 |
| CC1CCCN(c2cccc3c2S(=O)(=O)N([C@H](C)c2ccccc2)C[C@@H](COCc2ccccc2)O3)C1 (some centres not stated) | -4 |
| C[C@@H]1CN([C@H](C)CO)C(=O)CCCn2cc(nn2)CO[C@H]1CN(C)C(=O)Oc1ccccc1 | -7 |
| COc1cc(CN2C[C@@H](CO)O[C@@H](n3cnc4c(NC5CC5)ncnc43)C2)cc(OC)c1OC | -3 |
| COC(=O)C1=C(C)N(Cc2ccc(C(F)(F)F)cc2)C(=NCC2CC2)NC1c1ccccc1C(F)(F)F (configuration not stated) | -7 |
| CCc1nc2ccc(C(=O)NCc3cccs3)cn2c1N(C)Cc1nccs1 | -8 |
| COCCNC(=O)C1(C)CCCN(C(=O)c2ccc(OC)c(OC)c2)C1 (configuration not stated) | -5 |
| Cc1ccc(S(=O)(=O)NCC2CCN(C(=O)C(=O)c3cc4ccccc4o3)CC2)cc1 | -4 |
| CN(Cc1ccccc1)c1cc2c(c3c1ccn3C)C1CCC2C1 (configuration not stated) | -2 |
| O=C(NCc1ccccc1)c1cnc(Cc2c[nH]c3ccccc23)c(I)c1 | -4 |
| Cc1nc2ccccc2n1C(c1cccnc1)c1nc2ccccc2[nH]1 (configuration not stated) | -6 |
| CC(C)C[C@H]1CNC(=S)N1C[C@H]1CCCN1C[C@H](CC(C)C)N1C[C@H](Cc2ccc(O)cc2)N(CC2CCCCCC2)C1=S | -3 |
| CN(c1cccc(F)c1)c1cc2c(c3c1ccn3C)C1CCC2C1 (configuration not stated) | -3 |
| COc1ccc(Cn2cc(Cn3c4ccccc4c(=O)n3C(C)C)nn2)cc1 | -5 |
| Cc1cccc(C)c1NC(=O)C(c1ccncc1)N1CCN(CCN(C)C)CC1 (configuration not stated) | -4 |
| COc1ccccc1Cn1c(C)c(C(=O)NCc2ccco2)sc1=O | 1 |
| CC1(C(=O)NS(=O)(=O)c2ccccc2)CCN1C(=O)Cc1cccs1 (configuration not stated) | -4 |
| CC(C)NC(=O)C1(C)CCN1C(=O)C(c1ccccc1)c1ccccc1 (configuration not stated) | -7 |
| CCCCC1Cc2[nH]c(=S)[nH]c(=O)c2C(C(C)C)O1 (configuration not stated) | -3 |
| CCc1nc2ccc(C(=O)NCc3ccc(OC)cc3)cn2c1N(CC)Cc1cccc(Br)c1 | 1 |
| COc1ccc(C(C)(O)c2nc(-c3ccncc3)cs2)cc1 (configuration not stated) | -6 |
| CCc1nc2ccc(C(=O)Nc3cccc(NS(C)(=O)=O)c3)cn2c1N(C)C(=O)Cc1ccccc1 | 5 |
| CC1(C)OC(=O)C2=C(C[C@@H](C3CCCC3)O[C@@H]2c2ccc(Cl)cc2)O1 | -7 |
| C#CCN1C(=O)[C@]2(OCCC=C[C@H]2C)c2ccccc21 | 2 |
| COc1ccc(NC(=O)C2(C)CCN2C2Cc3ccccc3C2)cc1OC (configuration not stated) | -2 |
| Nc1[nH]c(C(=O)c2ccccc2)c(-c2ccc3ccccc3c2)c1C(=O)NCc1ccc(-c2ccccc2)cc1 | -7 |

Reprinted from above (7 entries):
| canonical_smiles | GalR3 antag |
| --- | --- |
| CN(c1cccc(F)c1)c1cc2c(c3c1ccn3C)C1CCC2C1 (configuration not stated) | -3 |
| COc1ccc(Cn2cc(Cn3c4ccccc4c(=O)n3C(C)C)nn2)cc1 | -5 |
| Cc1cccc(C)c1NC(=O)C(c1ccncc1)N1CCN(CCN(C)C)CC1 (configuration not stated) | -4 |
| COc1ccccc1Cn1c(C)c(C(=O)NCc2ccco2)sc1=O | 1 |
| CC1(C(=O)NS(=O)(=O)c2ccccc2)CCN1C(=O)Cc1cccs1 (configuration not stated) | -4 |
| CC(C)NC(=O)C1(C)CCN1C(=O)C(c1ccccc1)c1ccccc1 (configuration not stated) | -7 |
| CCCCC1Cc2[nH]c(=S)[nH]c(=O)c2C(C(C)C)O1 (configuration not stated) | -3 |

An excerpt from above in order of their number in GalR3 antag, falling:
| canonical_smiles | GalR3 antag |
| --- | --- |
| O=C(Nc1nnc([C@H]2C[C@H](O)[C@@H](CO)O2)s1)Nc1ccccc1Oc1ccccc1 | -3 |
| Cc1cccc(C)c1NC(=O)C(c1ccncc1)N1CCN(CCN(C)C)CC1 (configuration not stated) | -4 |
| COCCNc1nc(NCCOc2ccccc2Cl)c2sccc2n1 | -5 |
| CC1(C)OC(=O)C2=C(C[C@@H](C3CCCC3)O[C@@H]2c2ccc(Cl)cc2)O1 | -7 |

(continued)
| canonical_smiles | GalR3 antag |
| --- | --- |
| CC1(C(=O)Nc2ccc(Cl)c(Cl)c2)CCN1Cc1ccccc1OC(F)F (configuration not stated) | -3 |
| CN(C)CCN1CCN(C2CN(Cc3cn(Cc4ccccc4)nn3)S(=O)(=O)C2)CC1 (configuration not stated) | 3 |
| CCOc1ccc(CCN2C(=O)C(=O)N([C@@H](Cc3ccccc3)CN3CCC[C@H]3CN3C(=O)C(=O)NC[C@@H]3CC(C)C)C[C@@H]2Cc2ccc(O)cc2)cc1 | -7 |
| CC(C)Oc1cc(F)ccc1-c1cc(C(=O)Nc2ccccc2)[nH]n1 | -5 |
| COC(=O)c1ccc2nc(-c3ccco3)c(Cc3ccccc3)n2c1 | -5 |
| CN1OC[C@@H]2CN(C(=O)C(C)(C)C)[C@H](c3ccc(-c4cccnc4)cc3)C[C@@H]21 | -4 |
| COC(=O)[C@@]12C[C@@H](CC(=O)NCC34CC5CC(CC(C5)C3)C4)C(=O)N(Cc3ccco3)C1=CCC(C)(C)C2 | -9 |
| O=C(Nc1ccccc1)C1Cc2c(-c3cccc(F)c3)ccnc2O1 (configuration not stated) | 2 |
| Cc1cccnc1CNC(=O)C1(C)CCCN1CC(C)C (configuration not stated) | -6 |
| CC1(C)OC(=O)C2=C(C[C@@H](CCc3ccccc3)O[C@H]2C2CCCC2)O1 | -9 |
| COCCNC(=O)C1(C)CCCN(CCS(=O)(=O)c2ccc(C)cc2)C1 (configuration not stated) | -6 |
| CN(C(=O)C1Cc2c(-c3ccccc3Oc3ccccc3)ccnc2O1)c1ccccc1 (configuration not stated) | -6 |
| NC(=O)NN=C1CCC(O)CC1CC(=O)O (configuration not stated) | 1 |
| CCOC(=O)[C@]12CCCC=C1N(Cc1ccc3c(c1)OCO3)C(=O)[C@H](CC(=O)NCc1cccs1)C2 | -2 |
| CC(C)CNc1cccc2c1S(=O)(=O)N[C@@H](Cc1ccccc1)CO2 | -2 |
| O=C(NCc1ccc(F)cc1)Nc1nnc([C@@H]2C[C@H](O)[C@@H](CO)O2)s1 | 2 |
| O=Cc1cscc1[B-](F)(F)F | -2 |
| CN1C(c2ccccc2)CC(C)(O)CC1c1ccccc1 (configuration not stated) | -9 |
| COc1ccc(OCCNC(=O)C2(C)CCN2Cc2ccc3ccccc3c2)cc1 (configuration not stated) | -8 |
| CC(=O)Nc1cccc(-c2ccnc3c2CC(C)(C(=O)Nc2cccc(C(C)=O)c2)O3)c1 (configuration not stated) | -6 |
| Cc1cc(Cl)ccc1-c1nc(NC(C)C)nc2ccsc12 | -3 |
| CCOC(=O)N[C@H](C(=O)N1CCC[C@H]1C(=O)NCCc1ccccc1Cl)C1CCCCC1 | -6 |
| COC(=O)c1cc2c(c3c4cc(C#N)ccc4n(S(=O)(=O)c4ccc(C)cc4)c13)C(=O)N(C)C2 | -6 |
| CC1(C(=O)NCc2ccc3c(c2)OCO3)CCN1Cc1csc2ccccc12 (configuration not stated) | -6 |
| CC(=O)Nc1c(C#N)c(-c2ccccc2)c(C#N)c(=O)n1-c1ccc(C)cc1 | 2 |
| CC(C)NC(=O)c1cc(C2CCCCN2C(=O)c2ccc(C(C)C)cc2)on1 (configuration not stated) | -5 |
| O=c1cccc(-c2cccc3ccccc23)o1 | -4 |
| CN(C(=O)CCc1cn(C)c2ccccc12)c1ccc(Oc2cccnc2)cc1 | -11 |
| O=NN(CCCl)C(=O)NCC1=C[N+](=O)CC=C1 | -4 |
| O=S(=O)(c1ccccc1)N1CCCc2nc(-c3ccc(F)cc3)ccc21 | -6 |
| CSc1ccccc1-c1cnc(NC(C)=O)cn1 | -3 |
| CCCNC(=O)C1(C)CCCN(Cc2ccc3c(c2)OCO3)C1 (configuration not stated) | -5 |
| Cc1cc(C)c(S(=O)(=O)N2C[C@H]3CON(C)[C@H]3C[C@H]2c2ccc(N3CCCCC3)cc2)c(C)c1 | -8 |
| Cc1ccc(S(=O)(=O)N2[C@H](CC(=O)OCc3ccccc3)OC[C@@H]2C)cc1 | -5 |
| CC(C)N1CCC1(C)C(=O)Nc1cccc(C#N)c1 (configuration not stated) | -5 |
| O=C(NCc1ccco1)C1Cc2c(-c3ccccc3Oc3ccccc3)ccnc2O1 (configuration not stated) | -8 |
| O=C(NCc1ccccc1)c1cc(C2CCCN(C(=O)C3CCCCC3)C2)on1 (configuration not stated) | -4 |
| Cc1cccc(C)c1-n1nnnc1C1c2ccccc2C(=O)N1CCC(C)C (configuration not stated) | -5 |
| N#Cc1cccc(-c2csc(C(O)c3ccc(F)cc3)n2)c1 (configuration not stated) | -4 |
| COc1cc2c(cc1OCc1ccccc1)/C(=C/C(=O)OCc1ccccc1)OC2 | 3 |
| CCN(CC)c1c(C)nc2ccc(C(=O)N3CCN(C(=O)c4ccco4)CC3)cn12 | -6 |
| CC(=O)c1cccc(-c2ccnc3c2CC(C(=O)Nc2cccnc2)O3)c1 (configuration not stated) | -7 |
| CCOC(=O)C1=CCN(S(=O)(=O)c2cccc(Cl)c2)C1c1ccccc1 (configuration not stated) | -6 |
| COC(=O)C1(C(=O)OC)C[C@H](/C=C/c2ccccc2)N(Cc2ccccc2OC)[C@@H]1c1ccccc1 | 1 |
| COC1=CC(=O)OC(c2ccc(C(F)(F)F)cc2)C1 (configuration not stated) | -6 |
| CCOc1ccc(CCN2C(=S)N([C@@H](Cc3ccccc3)CN3CCC[C@@H]3CN3C(=S)NC[C@@H]3Cc3ccc(O)cc3)C[C@@H]2CC(C)C)cc1 | -3 |
| COc1cc(NC(=O)Nc2nnc([C@H]3C[C@H](O)[C@@H](CO)O3)s2)cc(OC)c1OC | 1 |
